# BAP1 inh: human BAP1 deubiquitinase inhibition; actives 0.48% (n = 72,000); recombinant BAP1, Ub-AMC hydrolysis fluorescence kinetic; hits give low values; activity remaining (% of control), % at 20 µM;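 active = activity remaining at or below 50% of control, provided the compound also passes the data quality filters; inactive = the rest, including low values that fail the filters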;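 also: 100% = DMSO wells rate and 0% = substrate alone blank rate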
# Target sequence (Q92560 whole entry, looked up): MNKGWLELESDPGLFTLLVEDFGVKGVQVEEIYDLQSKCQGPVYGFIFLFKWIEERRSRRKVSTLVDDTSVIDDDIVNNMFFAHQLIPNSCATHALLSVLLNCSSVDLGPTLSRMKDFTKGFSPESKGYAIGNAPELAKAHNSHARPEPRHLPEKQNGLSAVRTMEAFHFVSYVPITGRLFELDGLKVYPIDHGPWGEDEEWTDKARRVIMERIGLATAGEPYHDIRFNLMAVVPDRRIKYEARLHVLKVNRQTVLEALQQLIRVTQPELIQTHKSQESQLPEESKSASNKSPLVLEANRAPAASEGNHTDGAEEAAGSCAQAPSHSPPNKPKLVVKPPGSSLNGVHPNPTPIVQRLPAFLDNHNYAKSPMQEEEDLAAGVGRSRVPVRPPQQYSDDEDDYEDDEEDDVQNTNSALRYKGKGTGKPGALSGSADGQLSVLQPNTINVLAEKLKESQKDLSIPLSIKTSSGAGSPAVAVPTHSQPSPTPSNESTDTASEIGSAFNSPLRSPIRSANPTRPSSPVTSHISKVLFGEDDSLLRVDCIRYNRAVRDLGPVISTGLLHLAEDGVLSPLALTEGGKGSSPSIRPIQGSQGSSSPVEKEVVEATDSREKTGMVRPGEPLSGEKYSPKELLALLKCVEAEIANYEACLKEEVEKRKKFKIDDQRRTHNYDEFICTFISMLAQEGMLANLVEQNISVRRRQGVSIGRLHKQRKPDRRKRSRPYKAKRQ
# HePTP inh: human HePTP phosphatase inhibition; inhibition, % at 20 µM; P35236; recombinant HePTP phosphatase activity, OD absorbance; actives 0.64% (n = 110,000); in the data active = inhibition above about 50%;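 also: plate controls were vehicle for no effect and reference inhibitor for full effect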
# Target sequence (P35236 whole entry, looked up): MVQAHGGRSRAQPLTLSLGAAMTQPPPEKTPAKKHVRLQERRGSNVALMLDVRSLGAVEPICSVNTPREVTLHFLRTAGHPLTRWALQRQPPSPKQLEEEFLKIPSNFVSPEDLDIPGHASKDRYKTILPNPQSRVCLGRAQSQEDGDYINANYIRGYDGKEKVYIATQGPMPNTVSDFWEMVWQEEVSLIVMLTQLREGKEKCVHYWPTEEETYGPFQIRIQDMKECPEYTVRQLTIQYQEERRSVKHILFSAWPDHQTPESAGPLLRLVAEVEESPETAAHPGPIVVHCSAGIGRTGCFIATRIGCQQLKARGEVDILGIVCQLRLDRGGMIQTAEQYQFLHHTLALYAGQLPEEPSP
# Numbers without * were called inactive; . = no result given; & = joins results of further samples.
# The line under a structure holds: BAP1 inh	HePTP inh
CCC(=O)N1c2ccccc2NC2=C(C(=O)CC(C)(C)C2)C1c1ccc(N(CC)CC)cc1 (stereo not given)
    .	4
CN(C)Cc1cc(CCNC(=O)c2ccc(Cl)cc2)ccc1O
    104	4
COc1cc(C2=NOC(C(=O)NCc3ccc(F)cc3)C2)cc(OC)c1OC (stereo not given)
    124	7
Cc1nc(N2CCC3(CC2)OCCO3)c2nnn(Cc3ccccc3F)c2n1
    103	14
Cn1c(C(=O)N2CCN(Cc3ccc4c(c3)OCO4)CC2)cc2sccc21
    122	6
COc1ccc(-c2nnc(SCC(=O)Nc3ccccc3)n2C)cc1
    88	-1
CCOC(=O)c1c(NC(=O)C2CC3CCC2C3)sc(C(C)=O)c1C (stereo not given)
    .	-4
Cc1ccc(CNC(=O)C2CCC(=O)N2C2CCCCC2)cc1 (stereo not given)
    111	4
COc1ccc2nc(NS(=O)(=O)c3ccc(NC(C)=O)cc3)sc2c1
    100	7
O=C(O)c1ccc2c(c1)C(=O)N(c1cc(C(=O)c3ccccc3C(=O)O)ccc1Cl)C2=O
    .	8
CC1(N2CCOCC2)CC2(O)C(=[N+]1[O-])CCc1c2no[n+]1[O-] (stereo not given)
    94	48
COc1cccc(/C=C2/SC(=O)N(CNc3ccc(Br)cc3C)C2=O)c1
    .	10
Cc1cccc(C(=O)Nc2cc(-c3ccc(F)cc3)[nH]n2)c1
    .	1
CC1C(c2ccccc2)NC(c2ccccc2)C(C)C1(O)C#Cc1ccccc1 (stereo not given)
    .	-6
CN(C)c1ccc(C(=O)OCC(=O)NC2CCCCC2)cc1
    100	5
O=S(=O)(c1ccc(-n2cnnn2)cc1)N(C1CCCCC1)C1CCCCC1
    71	2
O=C1NN(c2ccccc2)C(=O)/C1=C/c1ccc(-c2cccc(C(=O)O)c2)o1
    .	18
COc1cc(CNc2ccc(N3CCOCC3)c(C(=O)O)c2)ccc1OCC(N)=O
    85	3
CCOC(=O)C1CCN(C(=O)CSc2n[nH]c(=O)[nH]c2=O)CC1
    122	7
COc1ccccc1CNC(=O)c1nnc(Cc2ccc(Cl)cc2)o1
    81	-3
CCc1ccc(/C=C2/C(=O)NN(c3ccc(C)cc3)C2=O)cc1
    .	5
CC(C)c1ccc(NC(=O)C2CC(=O)N(C(C)C)C2)cc1 (stereo not given)
    139	11
O=C(Cn1cc2c(n1)CCCC2)NCc1cccs1
    99	-7
CCOC(=O)c1c(NC(=O)c2cccc(Cl)c2)sc(C(=O)Nc2ccc(OC)cc2OC)c1C
    .	-6
On1onc2c3cc(-c4ccccc4)nc3ccc21
    82	12
CCOc1ccc(NC(=S)NC(=O)c2ccc(Br)cc2)c([N+](=O)[O-])c1
    .	11
COc1cc(N=c2ssnc2Cl)cc(OC)c1
    101	0
CCCC(=O)Nc1ccc(OCC(=O)OC)cc1
    110	0
O=c1c2cnn(-c3ccc(F)cc3)c2ncn1Cc1cccnc1
    101	13
CCN(CC)CCCNC(=O)c1cc(C(=O)OC)cc([N+](=O)[O-])c1
    .	2
O=C(NC1CCc2ccccc21)C1CCN(S(=O)(=O)c2ccc(-n3cnnn3)cc2)CC1 (stereo not given)
    113	-1
O=C(Cc1ccccc1)NC(NCCCN1CCOCC1)(C(F)(F)F)C(F)(F)F
    74	3
CCOC(=S)N/C(=N/S(=O)(=O)c1ccc(C)cc1)c1ccccc1
    .	-8
Cc1ccnc(NC(=O)CSc2nc3ccccc3s2)c1
    .	-9
COc1ccc(S(=O)(=O)NCCC(=O)NC(C)c2ccccc2)cc1 (stereo not given)
    99	4
CC(=O)Oc1cc2c(C(=O)NCc3ccncc3)c(C)oc2c2ccccc12
    83	-4
Cc1noc(C)c1S(=O)(=O)N(CC(=O)NCc1ccc(Cl)cc1)c1ccc2c(c1)OCO2
    84	10
O=C(Nc1ccc(N2CCN(c3ccc(O)cc3)CC2)cc1)Oc1ccccc1
    .	5
CCNC(=O)c1cc2c(=O)n3cccc(C)c3nc2n1C
    .	2
Cc1ccc([N+](=O)[O-])cc1-c1ccc(/C=C(\C#N)c2nc3ccccc3[nH]2)o1
    .	11
Cc1ccc(CC23CN4CCN(CC(C4)C2O)C3)c(C)c1 (stereo not given)
    79	12
O=C(C(c1ccccc1)c1ccccc1)N(Cc1ccco1)C1CCS(=O)(=O)C1 (stereo not given)
    101	11
CCCn1c(NC(=O)c2ccc(C)cc2)nc2ccccc21
    168	7
N=c1oc2ccc3ccccc3c2cc1-c1nnc2n1CCCCC2
    633	-2
CCN(CC)c1ccc(C2C(C(=O)OCCOC)=C(C)NC3=C2C(=O)CC(C)(C)C3)cc1 (stereo not given)
    89	-8
CCc1cc(=O)oc2cc(OCC(=O)c3ccc(-c4ccccc4)cc3)ccc12
    .	6
Cc1cccc(NC(=O)C2C(C(=O)O)C3C=CC2C32CC2)c1 (stereo not given)
    .	-2
CCOC(=O)C1CCCN(C(=O)CN2CCN(Cc3ccc(Cl)cc3)C2=O)C1 (stereo not given)
    108	2
COCCn1cc(C(=O)NCc2cccs2)c2c3ccccc3n(C)c2c1=O
    75	-7
COc1ccc(C2CC(c3ccc(C)cc3)=NN2C(C)=O)cc1 (stereo not given)
    .	-1
COC(=O)c1cc(C(=O)N2CCCC2)cc([N+](=O)[O-])c1
    .	7
CSc1ccc(/C=C(\NC(=O)c2ccc(C)cc2)C(=O)Nc2cccc(C)c2)cc1
    .	6
COc1ccc(N(CC(=O)Nc2ccccc2)S(C)(=O)=O)cc1Cl
    .	3
O=C(C1CCC(Cn2c(=O)[nH]c3ccccc3c2=O)CC1)N1CCN(c2ccccc2)CC1 (stereo not given)
    78	-11
Cc1cc(Nc2ccc(Br)cc2F)n2ncnc2n1
    98	-6
COc1cc(C)nc(N2CCCC(C(=O)Nc3cccc(Cl)c3C)C2)n1 (stereo not given)
    .	3
COc1ccc2oc(-c3ccccc3)c(C(=O)N3CCOCC3)c2c1
    90	3&-6
O=C(CCN1C(=O)/C(=C\c2cccs2)SC1=S)Nc1cccc(C(F)(F)F)c1
    .	7
O=c1c2ccccc2nc(-c2ccco2)n1/N=C/c1ccco1
    92	7
O=C1NN(c2ccc(Cl)cc2)C(=O)/C1=C\c1cc(Cl)cc(Br)c1O
    .	-11

# (more compounds)
# The line under a structure holds: BAP1 inh	HePTP inh
O=C(Nc1ccncc1)C1(c2ccccc2)CCCC1
    106	5
COc1cccc(N(CC(=O)Nc2cccc(F)c2)S(C)(=O)=O)c1
    107	8
CCOC(=O)N1CCN(C(=O)C2CC(=O)N(c3ccc(OC)cc3)C2c2ccc(OC)cc2)CC1 (stereo not given)
    .	-1
O=C(Nc1ccc(Cl)c(C(F)(F)F)c1)C1CCCN(S(=O)(=O)c2cnc[nH]2)C1 (stereo not given)
    83	2
O=P(O)(CCc1ccncc1)CN1CCCCC1
    90	6
CCC(C)NC(=O)/C(=C\c1ccc(OC(C)=O)c(OC)c1)NC(C)=O (stereo not given)
    .	6
CC(C)(C)c1cc(C(=O)N/N=C/c2ccc(Br)cc2)n[nH]1
    .	-6
CCC(C)(C)n1nnnc1C(c1ccc2ncccc2c1)N1CCN(c2nc3ccccc3s2)CC1 (stereo not given)
    75	0
Cc1cc(C)n(-c2ncnc3sc4c(c23)CCCC4)n1
    54	4
N#Cc1c(N2CCCC2)nc(N)c2c(N)nc(N3CCCC3)cc12
    166	.
CCc1nnc(NC(=O)c2cccc(C(=O)Nc3nnc(CC)s3)n2)s1
    100	7
O=C(CSc1nsc(SCC(=O)N2CCCCC2)n1)N1CCCCC1
    .	-4
OC1(c2ccc(Cl)cc2)CCN(Cc2c[nH]c3ccccc23)CC1
    93	.
Cc1ccc2nc(Nc3nc(C)cc(C)n3)[nH]c2c1
    .	0
COc1ccc(CN2CCN(C(=O)c3cccc(F)c3)CC2)c(OC)c1OC
    .	3
CCOC(=O)C1CCN(C/C=C/c2ccccc2OC)CC1
    104	2
COc1ccc(CC(=O)Nc2c3c(nn2-c2cccc(C)c2)CSC3)cc1
    103	.
CCOc1ccc(NS(=O)(=O)Cc2ccccc2)cc1
    .	-4
COCCNC(=O)C(C)OC(=O)c1nsc(Cl)c1Cl (stereo not given)
    91	-5
Cn1c(=O)c(=O)n(C)c2cc(S(=O)(=O)Nc3ccc4c(c3)OCCO4)ccc21
    106	5
COC(=O)c1sccc1NC(=O)c1ccco1
    75	7
COc1ccc(-c2csc(N3CCC(C(N)=O)(N4CCCCC4)CC3)n2)cc1
    101	5
COc1ccccc1CNC(=O)CN(c1cccc([N+](=O)[O-])c1)S(=O)(=O)c1ccccc1
    120	5
CN=C1S/C(=C\c2ccc(I)o2)C(=O)N1C
    .	-5
CCOC(=O)C1CCN(C(=O)COc2ccc(N(C)S(=O)(=O)c3cccs3)cc2)CC1
    109	29
c1cc(-c2noc(CCC3CCCC3)n2)ccn1
    81	-7
CC(C)Cn1c(N)c(C(=O)COC(=O)C2=COCCO2)c(=O)n(C)c1=O
    109	6
O=c1c2c(nc3n1CCCS3)-c1ccccc1CC21CCCCC1
    63	.
Cc1nn(C)c(C)c1S(=O)(=O)N(CC(=O)Nc1ccc2c(c1)OCO2)c1ccc(C(C)C)cc1
    76	2
N#CCCn1c(=S)oc2ccccc21
    .	0

# Reformatted: two of the compounds above.
structure	BAP1 inh	HePTP inh
COc1ccc(-c2csc(N3CCC(C(N)=O)(N4CCCCC4)CC3)n2)cc1	101	5
COc1ccccc1CNC(=O)CN(c1cccc([N+](=O)[O-])c1)S(=O)(=O)c1ccccc1	120	5

# Remaining list, next part:
# The line under a structure holds: BAP1 inh	HePTP inh
CCC(=O)N1N=C(c2c(-c3ccccc3)c3cc(Br)ccc3[nH]c2=O)CC1c1cccc([N+](=O)[O-])c1 (stereo not given)
    68	.
CC1(C)CN=C(N2CCN(c3ncnc4sc5c(c34)CCCC5)CC2)S1
    106	2
CCC(C#CCN1CCOCC1)(CC)OCCC#N
    103	1
CCc1c(C)n([O-])c2c([n+]1=O)CCC2
    94	13
COc1ccc(Cl)cc1N1C(=O)C2CCCN2C1c1sccc1C (stereo not given)
    94	6
O=C(c1ccccc1I)n1cccn1
    .	-6
COC(=O)c1c(N)sc2c1CCC(c1ccccc1)C2 (stereo not given)
    .	4
O=C(N1CCOCC1)N1CCN(c2ccccn2)CC1
    105	-4
O=C(c1ccncc1)N1CCN(C(=O)c2cccc(Cl)c2)CC1
    .	1
Clc1ccc(Cn2c(CN3CCCC3)nc3ccccc32)cc1
    81&95	14
Cc1c(C(=O)O/N=C(\N)c2ccccn2)cccc1[N+](=O)[O-]
    .	5
Clc1ccc(/C=N/n2cnnc2)cc1
    .	3
O=C(/C=C/c1cccnc1)c1ccc(NC(=O)c2ccccc2F)cc1
    .	-9
Cc1ccccc1C1(c2ccccc2C)CC1C(=O)Nc1cccc([N+](=O)[O-])c1 (stereo not given)
    .	6
CCn1c(SCC(=O)Nc2ccc3c(c2)OCO3)nc2c(c1=O)SC(C)C2 (stereo not given)
    79	0
COc1ccc(C(=O)Nc2cccc(C(C)=O)c2)cc1S(=O)(=O)N1CCOCC1
    99	6
COc1ccc(C(O)C(CN2CCOCC2)c2ccccc2)cc1F (stereo not given)
    97	-4
Cc1ccc(C(=O)/C(=C\c2ccc(F)cc2)c2nc3ccccc3o2)cc1
    .	4
CCC(c1nnnn1Cc1ccco1)N(CCN1CCOCC1)Cc1cc2cc(C)ccc2[nH]c1=O (stereo not given)
    71	3
COc1ccc(OC)c(NC(=O)C2CCN(c3ncccn3)CC2)c1
    82	4
Cc1ccccc1OCCNc1cc(N2CCCC2)ccc1[N+](=O)[O-]
    .	-12
Cc1ccc(S(=O)(=O)N2CCC(C(=O)N[C@@H](C)C(=O)NCc3ccccc3)CC2)cc1
    .	-8
O=C(Nc1c(F)c(F)c(F)c(F)c1F)C1CCCO1 (stereo not given)
    .	1
CCCCn1ccnc1C(=O)c1ccc(S(=O)(=O)N(CCOC)CCOC)cc1
    111	6
O=C(O)CN1C(=O)/C(=C\c2cc([N+](=O)[O-])cc(Br)c2O)SC1=S
    .	2
CCCCc1ccc(NC(=O)c2cccc(C)c2)cc1
    137	.
O=C(Nc1ccccc1)Nc1ccc(S(=O)(=O)N2CCc3ccccc32)cc1
    .	5
CCC(C)N1C(=O)CCC1C(=O)NCc1ccc2c(c1)OCO2 (stereo not given)
    100	-1
O=C(CSc1nnnn1-c1ccccc1)Nc1ccccc1
    .	-17
CC(C)CNC(=O)C1CCCN(S(=O)(=O)c2ccc(-n3cnnn3)cc2)C1 (stereo not given)
    127	-10

# Ordered by molar mass (smallest number first): part of the list above.
# The line under a structure holds: BAP1 inh	HePTP inh
CCc1c(C)n([O-])c2c([n+]1=O)CCC2
    94	13
COc1ccc(C(O)C(CN2CCOCC2)c2ccccc2)cc1F (stereo not given)
    97	-4
Cc1ccc(C(=O)/C(=C\c2ccc(F)cc2)c2nc3ccccc3o2)cc1
    .	4
CCC(c1nnnn1Cc1ccco1)N(CCN1CCOCC1)Cc1cc2cc(C)ccc2[nH]c1=O (stereo not given)
    71	3

# 5 records drawn at random from those above, as already listed:
# The line under a structure holds: BAP1 inh	HePTP inh
COC(=O)c1c(N)sc2c1CCC(c1ccccc1)C2 (stereo not given)
    .	4
CC1(C)CN=C(N2CCN(c3ncnc4sc5c(c34)CCCC5)CC2)S1
    106	2
COc1ccc(OC)c(NC(=O)C2CCN(c3ncccn3)CC2)c1
    82	4
O=C(/C=C/c1cccnc1)c1ccc(NC(=O)c2ccccc2F)cc1
    .	-9
Cc1ccc(C(=O)/C(=C\c2ccc(F)cc2)c2nc3ccccc3o2)cc1
    .	4

# Carrying on.
# The line under a structure holds: BAP1 inh	HePTP inh
COc1ccc(N(CC(=O)Nc2ccccc2Br)S(C)(=O)=O)cc1
    .	-12
Cc1ccccc1-n1c(C)cc(/C=N/NC(=O)CN2CCOCC2)c1C
    .	12
CCOc1ccc(C(=O)NCCn2cc(SCC(=O)Nc3cc(C)on3)c3ccccc32)cc1
    76	11
CCCOc1ccc(C(=O)Nc2c(C)ccc3nsnc23)cc1
    203	.
